GALK inhibitor – qHTS Assay for Inhibitors of Human Galactokinase (GALK). Purified GALK, Kinase-Glo residual ATP luminescence. 270,000 tested, 0.007% active. AID 1868, 2009. Potency, µM (top dose mostly 57.5 µM), inactives show at the top dose activity change, negative = inhibition, actives largely listed as inhibitors; note: potency is the fitted concentration of half-maximal effect; % is set by controls: 0 for no effect and ±100 for the full control effect
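Human GALK (5 nM) with 35 uM ATP and 100 uM galactose in 20 mM HEPES pH 8.0, 5 mM MgCl2, 60 mM NaCl, 1 mM DTT, 0.01% BSA. After 1 h at room temperature, leftover ATP was read by Kinase-Glo Plus luminescence.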
CXXC DNA block – qHTS Fluorescence Polarization Assay for Inhibitors of MLL CXXC domain - DNA interaction | MLL-CXXC / FITC-HOXA9 DNA fluorescence polarization | Histone-lysine N-methyltransferase 2A (Homo sapiens), Q03164 | Potency, µM (series often up to 115 µM), inactives show at the top dose activity change, negative = inhibition, actives largely listed as inhibitors | 290,000 tested, 0.037% active; active = well fitted inhibition curve with a large enough effect in the polarisation, with a control signal flat, not every such curve was filed as active; inconclusive = small, poorly fitted or top-dose-only effect, or effect the other way, or a change in a side signal; inactive = no such curve, though single readings can be large or run the other way; the % refers to the polarisation; note: potency is the fitted concentration of half-maximal effect
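Steps: dispense CXXC domain solution (7 uM) → pin compounds or unlabeled HOX-A9 DNA control → 5 min ambient → add FLSN-HOX-A9 solution (50 nM) → spin → 30 min ambient → fluorescence polarization. Tris pH 7.5/NaCl/DTT/BSA buffer.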
FBPA coupling cs – qHTS Assay for Inhibitors of Fructose-1,6-bisphosphate Aldolase from Giardia Lamblia: Coupling assay counterscreen; coupling enzyme system counterscreen, AmpLite Red fluorescence; activity change, negative = inhibition, % at 58.2 µM, hits read low; 290,000 tested, 0.67% active; in the data active = activity change below about -30%; note: % is set by controls: 0 for no effect and ±100 for the full control effect
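Coupling enzymes only (glyceraldehyde-3-phosphate) + compound, at 57.5 uM final, 10 min RT; add substrate/coupling/AmpLite Red mix, 20 min RT; fluorescence ex 525/em 598 nm. Actives flag coupling-system interference.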
TRPV1 ag – HTS Assay for Compounds that Act as Agonists of the Vanilloid Receptor 1. Transient receptor potential cation channel subfamily V member 1 (Homo sapiens), Q8NER1. TRPV1-expressing cells, Fluo-8 calcium influx, agonist mode. activation, % at 8.33 µM. 320,000 tested, 0.19% active. AID 540275, 2011; in the data active = activation above about 80%; inconclusive = between about 30% and that limit; note: 0% is about no effect
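Cells expressing TRPV1 were dye-loaded with Fluo-8 and read kinetically: 10 s baseline, 3 min after compound (agonist portion), then 2 min after EC20 capsaicin (allosteric enhancer portion). Calcium-bound dye fluorescence at 480/520 nm.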
Giardia killer – Small Molecules that selectively kill Giardia lamblia: qHTS. activity change, % at 7.66 µM, hits read low. Giardia lamblia trophozoite viability. 340,000 tested, 0.15% active; in the data active = activity change below about -80%; inconclusive = between about -30% and that limit;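 note: parasites exposed to compound for two days anaerobically before the ATP read; % is set by controls: 0 for no effect and ±100 for the full control effect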
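Luminescence from cellular ATP indicates surviving trophozoites (100 cells/well) following 48 hrs anaerobic compound treatment at 37 deg C; signal develops 15-30 min at room temperature.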
PKM2 activator – qHTS Assay for Activators of Human Muscle isoform 2 Pyruvate Kinase; AID 1631, 2009; purified PKM2, Kinase-Glo ATP luminescence, activation; response scale: 0% is enzyme alone, no compound; Potency, µM (series often up to 57.5 µM), for the others: at the top dose activation, hits mostly activators; 260,000 tested, 0.34% active; Pyruvate kinase PKM (Homo sapiens), P14618; note: potency is the fitted concentration of half-maximal effect; % is set by controls: 0 for no effect and ±100 for the full control effect; nearly all actives have a fitted effect of over 55% in size
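Purified hPK-M2 (>95%) run at intermediate activity with 0.1 mM ADP and 0.5 mM PEP in 50 mM imidazole pH 7.2, KCl, MgCl2; 1 h room temperature. ATP formed read by Kinase-Glo luminescence; normalized to uninhibited and no-enzyme controls.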
B2AR arrestin – qHTS assay of beta-arrestin-biased ligands of beta2-adrenergic receptor; Beta-2 adrenergic receptor (Homo sapiens), P07550; beta-arrestin recruitment to beta2AR, cell-based reporter; Potency, µM (titrated, usually from 46.1 µM), for the others: top-dose activation, usual class: activators; 330,000 tested, 0.02% active; AID 492947, 2010;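 note: potency is the fitted concentration of half-maximal effect; 0% = DMSO controls and full agonism = EC100 isoproterenol or metaproterenol; nearly all actives have a fitted effect of over 65% in size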
KCNH2 3.1 inh – qHTS for Inhibitors of KCHN2 3.1: Mutant qHTS | Potassium voltage-gated channel subfamily H member 2, brain isoform KCNH2 3.1 (human) | U2OS KCNH2 3.1, thallium flux FluxOr; stronger effect = lower value | activity change, % (tested at about 1.8 µM) | 340,000 tested, 0.95% active | AID 720553, 2013;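 active = maximum activity change below -70%; inconclusive = maximum activity change from -70% to -50%; inactive = maximum activity change above -50%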;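 note: thallium influx rate constant from kinetic fluorescence after stimulation buffer; % is set by controls: 0 for no effect and ±100 for the full control effect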
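Thallium flux via FluxOr fluorescence (Red40 quencher, 45 min loading) in U2OS cells virally expressing the KCNH2 3.1 isoform (1.77 x 10^8 /mL virus, overnight at 37 C). Rate constants from 2-min kinetic reads post-stimulation, normalised to positive and negative controls.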
USP2a inh – qHTS Assay for Inhibitors of Ubiquitin-specific Protease USP2a Using CHOP2 as the Reporter; USP2 core, Ub-CHOP2 coupled fluorogenic reporter, 485/531; Potency, µM (doses to about 38.3 µM), for inactives: at the highest dose activity change, negative = inhibition, most hits filed as inhibitors; 330,000 tested, 0.01% active;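 note: potency is the fitted concentration of half-maximal effect; plate controls were DMSO wells for no effect and full inhibition by NEM control for full effect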
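Cell-free coupled assay: 10nM USP2 core preincubated 30min RT with compound in Tris-HCl pH 8.0/CaCl2/CHAPS buffer, then 25nM Ub-CHOP2 and 25nM reporter substrate; fluorescence (Ex 485/Em 531) read after 60min RT, normalized to NEM inhibition, concentration-response curves fitted.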
Menin MLL FP TR – qHTS Assay for Inhibitors Targeting the Menin-MLL Interaction in MLL Related Leukemias: Competition With Texas Red Labeled MLL-derived Mutant Peptide; O00255; Menin + Texas Red MLL mutant peptide, fluorescence polarization; Potency, µM (titrated, usually from 61.6 µM), without a hit: at the highest dose FP activity change, negative = inhibition, usual class: inhibitors; 270,000 tested, 0.23% active; AID 1768, 2009; active = well fitted inhibition curve with a large enough effect in the polarisation, with a control signal flat, not every such curve was filed as active; inconclusive = small, poorly fitted or top-dose-only effect, or effect the other way, or a change in a side signal; inactive = no such curve, though single readings can be large or run the other way; the % refers to the polarisation; note: potency is the fitted concentration of half-maximal effect; % of control where 0% means no effect; many of its hits are not listed in these tables
KCNH2 WT inh – qHTS for Inhibitors of KCHN2 3.1: Wildtype qHTS | U2OS, BacMam KCNH2, thallium flux FluxOr; stronger effect = lower value | activity change, % at 1.84 µM | 340,000 tested, 0.37% active | AID 720551, 2013;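 active = maximum activity change below -70%; inconclusive = maximum activity change between -70% and -50%; inactive = maximum activity change above -50%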; note: % is set by controls: 0 for no effect and ±100 for the full control effect
Target sequence (Q12809 whole entry, looked up): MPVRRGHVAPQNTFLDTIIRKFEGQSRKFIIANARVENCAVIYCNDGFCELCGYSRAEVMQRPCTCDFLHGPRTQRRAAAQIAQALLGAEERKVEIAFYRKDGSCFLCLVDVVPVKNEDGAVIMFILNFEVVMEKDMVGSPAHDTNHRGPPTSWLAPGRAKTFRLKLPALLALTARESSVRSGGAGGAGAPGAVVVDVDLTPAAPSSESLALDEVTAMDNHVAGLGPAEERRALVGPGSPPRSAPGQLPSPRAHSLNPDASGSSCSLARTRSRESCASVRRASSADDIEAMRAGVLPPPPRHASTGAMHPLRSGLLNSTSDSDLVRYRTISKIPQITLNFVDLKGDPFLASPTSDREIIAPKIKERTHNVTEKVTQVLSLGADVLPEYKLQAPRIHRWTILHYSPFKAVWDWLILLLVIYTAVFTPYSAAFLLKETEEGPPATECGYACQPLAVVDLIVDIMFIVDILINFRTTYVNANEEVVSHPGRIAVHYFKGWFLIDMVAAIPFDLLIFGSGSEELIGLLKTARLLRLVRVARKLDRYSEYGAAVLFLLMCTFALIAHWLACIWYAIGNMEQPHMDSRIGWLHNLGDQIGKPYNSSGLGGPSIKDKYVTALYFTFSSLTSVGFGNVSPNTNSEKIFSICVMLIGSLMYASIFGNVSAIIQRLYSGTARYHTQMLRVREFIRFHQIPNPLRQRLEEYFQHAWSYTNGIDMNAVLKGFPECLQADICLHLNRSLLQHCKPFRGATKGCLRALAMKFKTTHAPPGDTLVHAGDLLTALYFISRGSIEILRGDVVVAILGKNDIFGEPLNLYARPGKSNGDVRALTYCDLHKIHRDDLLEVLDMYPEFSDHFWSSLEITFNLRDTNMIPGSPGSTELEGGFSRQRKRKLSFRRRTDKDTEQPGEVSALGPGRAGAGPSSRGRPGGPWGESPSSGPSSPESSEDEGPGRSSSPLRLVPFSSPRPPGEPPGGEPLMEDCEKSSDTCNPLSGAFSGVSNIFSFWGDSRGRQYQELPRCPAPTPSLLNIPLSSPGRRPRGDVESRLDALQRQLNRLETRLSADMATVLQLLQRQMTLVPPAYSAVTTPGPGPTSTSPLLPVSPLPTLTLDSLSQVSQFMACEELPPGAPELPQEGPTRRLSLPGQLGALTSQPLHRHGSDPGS
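U2OS cells were transduced with wild-type KCNH2 virus (2.03 x 10^8 / mL) for 4 h at room temperature, then cultured overnight at 37 C. Thallium flux was read with FluxOr dye. Rate constants were normalized to DMSO controls.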
Numbers without * were called inactive; ? = inconclusive; nt = not tested or not shown; [ ] = dose if it differs, or a comment. Unless noted, calls come from the whole dose curve; as a rule, active = well fitted curve in the direction sought with a large enough effect; inconclusive = small, poorly fitted or top-dose-only effect, or another doubt; inactive = no such curve, though single readings can be large; an effect the other way counts as inactive or inconclusive. An excerpt; count on the stated rates, not on these rows.

SMILES | GALK inhibitor | CXXC DNA block | FBPA coupling cs | TRPV1 ag | Giardia killer | PKM2 activator | B2AR arrestin | KCNH2 3.1 inh | USP2a inh | Menin MLL FP TR | KCNH2 WT inh
Cc1ccc(SCCC(=O)Nc2ccccc2C(=O)N2CCOCC2)cc1 | 3% | 1% | 3 | 2 | -5 | 9% | 2.5% | 11 | 0% | 0% | 44
O=C(NCc1cccs1)c1cccc(N2CCCC2=O)c1 | 2% | 0% | 2 | -3 | 0 | 4% | 3.3% | 5 | 2% | 13% | -4
CNC(=O)C1CC(=O)N(Cc2ccc3c(c2)OCO3)C(=Nc2ccc(OC)cc2)S1 (stereo not given) | 4% | -2% | -3 | -3 | 36[activator] | -17% | -0.7% | -10 | 0% | 14% | 13
O=C(NCCN1CCOCC1)c1ccc2ccccc2n1 | 0% | -4% | 0 | -3 | -8 | -7% | -0.3% | 6 | 9% | nt | 7
O=C(NCCc1ccco1)C(=O)NCC1OCCCN1S(=O)(=O)c1ccccc1 (stereo not given) | 7% | -3% | nt | 2 | -11 | -2% | -0.7% | 6 | -3% | nt | 4
C=C(C)CSc1nc2ncccc2[nH]1 | 6% | 2% | 0 | -4 | -12 | -5% | 0.3% | 35 | 0% | 7% | 6
Cc1cccc2c1Sc1ccccc1CC2=O | nt | 4% | -3 | 10 | 7 | 0% | -0.1% | -5 | 0% | ? | -4
O=C(COC(=O)c1nc(Cl)c(Cl)c(Cl)c1Cl)c1ccc[nH]1 | nt | nt | nt | -1 | -4 | nt | -0.2% | -6 | -2% | nt | -9
O=C(Nc1cnc2ccccc2c1)c1cccnc1 | 2% | -2% | 1 | 0 | 8 | -22% | -0.1% | -5 | 3% | 4% | 8
C=CCn1c(SCC(=O)Nc2ncc(Cc3cc(C(F)(F)F)ccc3Cl)s2)nnc1-c1ccncc1 | -1% | 7% | 2 | 0 | 5 | -5% | 0.0% | 7 | -4% | 1% | 12
Cc1cc(C)nc(Nc2n[nH]c(COc3ccccc3)n2)n1 | 10% | -4% | 4 | 8 | 4 | 6% | -1.0% | -3 | 3% | -1% | -4
COc1ccc(C2Nc3ccccc3C(=O)N2c2ccccc2)cc1CN1CCOCC1 (stereo not given) | -1% | 7% | 0 | 2 | -8 | -1% | 0.0% | 7 | -2% | -12% | -4
CCOc1ccccc1NC(=O)C(CC)Sc1nc2ccncc2[nH]1 (stereo not given) | -4% | 16% | 2 | -2 | -20 | nt | -0.4% | 0 | 1% | -5% | -10
Cc1ccc(C(=O)NCCc2nnc3c(C(F)(F)F)cc(Cl)cn23)o1 | 0% | -9% | -2 | -2 | 10 | 0% | 0.1% | 1 | 3% | -13% | 1
CCc1ccc(C(=O)COC(=O)CNC(=O)c2cccs2)cc1 | 2% | -2% | 3 | 1 | -18 | 2% | -0.4% | -4 | -1% | -8% | -2
Cn1c(CN2CCCC2)nc2cc(NS(=O)(=O)c3ccccc3)ccc21 | -2% | -11% | -3 | 1 | 12 | 1% | 0.3% | 13 | 1% | -15% | 20
CC1=C(C)CC(C(=O)NCCCN2CCCC2=O)C(C(=O)O)C1 (stereo not given) | -4% | 6% | nt | 1 | -13 | -2% | 10% | 8 | 0% | nt | 19
O=C(COc1ccc([N+](=O)[O-])cc1)Nc1ccc(S(=O)(=O)N2CCOCC2)cc1 | -3% | 12% | 1 | 3 | -9 | -7% | 0.0% | -2 | -1% | ? | 19
O=C(O)CCc1nn2c3ccccc3n(CCO)c2nc1=O | -1% | -2% | 1 | -2 | 18 | 0% | -0.5% | -2 | -2% | 9% | 6
CCN1CCN(C(=S)NCc2ccc(C)cc2)CC1 | 3% | -7% | -2 | 4 | -22 | -2% | -0.2% | -18 | -1% | 3% | 11
CN(C)CCCC(=O)c1ccc2c(c1)OCO2 | 0% | -4% | 0 | 0 | -6 | 1% | -0.2% | 2 | 2% | -6% | 14
COc1ccc(CCNC(=O)CSc2ccc(Br)cc2)cc1OC | 11% | ? | -1 | 27 | -17 | -14% | -0.8% | -3 | 1% | -4% | 0
O=C(CSc1ccccc1)N1CCN(S(=O)(=O)c2ccccc2F)CC1 | 1% | -4% | -2 | 0 | 1 | 3.2µM* | -0.5% | 11 | -4% | 7% | -6
CCOC(=O)c1ccc(NC(=O)CN2C(=O)C(=O)N(CC(C)C)C2=O)cc1 | 2% | -5% | 1 | 1 | -6 | 1% | 0.2% | 7 | 3% | 15% | 2
COc1ccccc1Cn1c(=S)[nH]c2cc(C(=O)N3CCCC3)ccc2c1=O | -3% | 5% | nt | -1 | 2 | nt | 0.4% | 8 | 5% | nt | 0
COc1cccc(/C=N/NC(=O)Cn2nc(C)c([N+](=O)[O-])c2C)c1O | 1% | -1% | 5 | 0 | -12 | -12% | -0.6% | 3 | -4% | 5% | -2
CSC1=C(C#N)C(c2ccc(C(C)C)cc2)CC(=O)N1 (stereo not given) | 0% | 0% | 1 | 26 | 6 | -6% | 0.6% | -2 | 0% | 4% | 30
CC1CCCC(NC(=O)Cc2ccc(Br)cc2)C1C (stereo not given) | 2% | 27% | -2 | ? | 5 | 5% | -0.7% | 16 | -1% | 15% | 2
COCCn1c(SCc2ccccc2)nc2c1c(=O)[nH]c(=O)n2C | 8% | ? | 1 | 9 | 4 | nt | -1.0% | 3 | 1% | ? | 8
COc1ccc(C(=O)NC2CC2)cc1OC1CCN(Cc2cc(C)c(C)cc2C)CC1 | -3% | -2% | nt | 24 | 10 | 5% | -0.1% | -75* | -1% | nt | ?
OCc1c[nH]c(=S)n1CCOc1cccc(C(F)(F)F)c1 | 0% | 31%[activator] | 3 | 1 | -21 | nt | 0.2% | -1 | -1% | -3% | -1
O=C(Nc1ccc(N2CCCC2)c(Cl)c1)c1ccc(Br)o1 | -1% | -6% | -9 | ? | -3 | -6% | -1.0% | 11 | ? | -3% | -7
CCCCCC/C(C)=C1/SC(=S)NC1=O | nt | 3% | 11 | -1 | ? | 0% | 0.4% | 20 | 1% | 24% | -1
CC(=O)Nc1ccc(/C=N/Nc2nc3ccccc3[nH]2)cc1 | 0% | 7% | 1 | -4 | ? | -4% | 3.3% | -13 | 4% | 20% | 3
Clc1ccccc1OCCn1nnc2ccccc21 | nt | -9% | 0 | -3 | 3 | 3% | -0.4% | -7 | -1% | 0% | -6

In a second layout: 2 of the compounds above.
mol,GALK inhibitor,CXXC DNA block,FBPA coupling cs,TRPV1 ag,Giardia killer,PKM2 activator,B2AR arrestin,KCNH2 3.1 inh,USP2a inh,Menin MLL FP TR,KCNH2 WT inh
OCc1c[nH]c(=S)n1CCOc1cccc(C(F)(F)F)c1,0%,31%[activator],3,1,-21,nt,0.2%,-1,-1%,-3%,-1
O=C(Nc1ccc(N2CCCC2)c(Cl)c1)c1ccc(Br)o1,-1%,-6%,-9,?,-3,-6%,-1.0%,11,?,-3%,-7

Whole records, quoted from the list. Order of values: GALK inhibitor | CXXC DNA block | FBPA coupling cs | TRPV1 ag | Giardia killer | PKM2 activator | B2AR arrestin | KCNH2 3.1 inh | USP2a inh | Menin MLL FP TR | KCNH2 WT inh
`CC(=O)Nc1ccc(/C=N/Nc2nc3ccccc3[nH]2)cc1` is entered as 0% | 7% | 1 | -4 | ? | -4% | 3.3% | -13 | 4% | 20% | 3
`Clc1ccccc1OCCn1nnc2ccccc21` is entered as nt | -9% | 0 | -3 | 3 | 3% | -0.4% | -7 | -1% | 0% | -6
`OCc1c[nH]c(=S)n1CCOc1cccc(C(F)(F)F)c1` is entered as 0% | 31%[activator] | 3 | 1 | -21 | nt | 0.2% | -1 | -1% | -3% | -1
